# Screening data from PubChem BioAssay.
# XIAP antagonists = XIAP antagonists, biochemical, IAP family, fluorescence polarization (AID 1018); XIAP BIR domain, fluorescence polarization peptide displacement; higher % means a stronger effect; one-dose displacement, % at 20 µM; IC50 in µM for titrated hits; 200,000 compounds, 0.007% hits; in the data active = displacement above about 50%; also: a part of the inactive calls stands beside numbers as strong as those of hits
# Dengue-2 NS5 capping = flavivirus cap methylation enzyme inhibition – biochemical, confirmation dose response, primary screen (AID 588689); Dengue-2 NS5 methyltransferase capping enzyme assay, biochemical; higher % means a stronger effect; one-dose inhibition, % at 25 µM; IC50 in µM for titrated hits; 340,000 compounds, 0.3% hits; in the data active = a potency from the dose series; inconclusive = inhibition above about 29% without an active follow-up result
# AID2073 = inhibitors of Mint1-CaV2.2 protein interaction, biochemical, HTRF (AID 2073); inhibition, % at 20 µM, or IC50 in µM where a hit was titrated; 290,000 compounds, 0.19% hits; HTRF protein-protein interaction, Mint1-CaV2.2; higher % means a stronger effect; in the data active = inhibition mostly above about 51%, no sharp cut-off; inconclusive = no clear call, values can overlap the other calls; inactive = mostly below about 53%; also: some results filed as inactive read as strong as hits
# SIAH1 antagonists = blockers of Siah-1 interaction with plectin peptide – biochemical, fluorescence polarization, rhodamine-plectin, uHTS, primary screen (AID 1817); Siah-1 / rhodamine-plectin peptide fluorescence polarization; higher % means a stronger effect; 290,000 compounds, 0.02% hits; displacement, % at 20 µM, or IC50 in µM where a hit was titrated;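 active = displacement of at least 50% at 20 µM, with a fluorescence ratio check between 0.3 and a set limit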;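 also: plate controls were Siah plus tracer with DMSO for no effect and tracer alone without Siah for full effect; strong numbers were not always called active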
# RSV CPE inhibition = RSV antiviral activity via CPE protection, HEp-2 cells, primary 10 µM value included (AID 2391). one-dose CPE inhibition, % at 10 µM; IC50 in µM for titrated hits. 310,000 compounds, 0.13% hits. HEp-2 cells, RSV-induced CPE inhibition; higher % means a stronger effect; in the data active = a potency from the dose series; inconclusive = CPE inhibition mostly from about 23% at the one dose, without a potency; inactive = the rest, 99 in 100 with CPE inhibition below about 21%; also: strong numbers were not always called active
# HIV peptide binding = inhibitors of HIV fusion peptide binding, primary screen, biochemical, uHTS, fluorescence dequenching (AID 1986) | cell-free peptide binding, fluorescence dequenching, 30 min; higher % means a stronger effect | inhibition, % at 20 µM; hits with a dose series show IC50 in µM | 290,000 compounds, 0.3% hits; in the data active = inhibition mostly above about 52%, no sharp cut-off; inactive = mostly below about 76%; also: some results filed as inactive read as strong as hits
# Large T inhibition = TAg ATPase/helicase activity blockers – biochemical (AID 1903); inhibition, % at 20 µM; hits with a dose series show IC50 in µM; SV40 large T antigen ATPase/helicase inhibition assay; higher % means a stronger effect; 310,000 compounds, 0.39% hits; in the data active = a potency from the dose series; inconclusive = inhibition mostly from about 32% at the one dose, without a potency; inactive = the rest, 99 in 100 with inhibition below about 32%; also: strong numbers were not always called active
# LYP phosphatase = inhibitors of LYP phosphatase, biochemical, fluorescence intensity, uHTS (AID 1779); inhibition, % at 11.5 µM; hits with a dose series show IC50 in µM; 290,000 compounds, 0.054% hits; recombinant LYP phosphatase, fluorescence intensity; higher % means a stronger effect; in the data active = inhibition above about 50%;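 also: plate controls were vehicle with enzyme for no effect and no enzyme for full effect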
# Rac1 GTP hydrolysis = MgcRacGAP GTPase-activating activity inhibitors, confirmation, biochemical, ADP Hunter fluorescence; MgcRacGAP-stimulated Rac1 GTP hydrolysis, ADP Hunter fluorescence; higher % means a stronger effect; GST-tagged Rac1 F28L mutant substrate; inhibition, % at 30 µM, or IC50 in µM where a hit was titrated; 340,000 compounds, 0.6% hits; AID 624330;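 active = first-screen hits whose inhibition reached a set limit at any dose in the follow-up dose series; inconclusive = inhibition above the set first-screen limit but never retested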;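 also: fluorescence reports GDP produced by GAP-driven GTP hydrolysis; strong numbers were not always called active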
# Dengue-2 NS5 capping pilot replicate = second read-out of Dengue-2 NS5 capping, no call of its own (marks repeat the call); inhibition, %; measured here: pilot screen replicate inhibition
# Active calls of the source: *; ? = inconclusive; · = no result given.
# Sample of the layout, three compounds:
SMILES,XIAP antagonists,Dengue-2 NS5 capping,AID2073,SIAH1 antagonists,RSV CPE inhibition,HIV peptide binding,Large T inhibition,LYP phosphatase,Rac1 GTP hydrolysis,others
CCOc1ccc(Br)cc1S(=O)(=O)NCCN(C)C,-4.3%,7%,-5%,6%,-0.6%,2.0%,10%,-5%,0%,
COc1ccc(C2(C)NC(=O)N(CC(=O)Nc3ccc(Br)cc3F)C2=O)cc1OC (stereo not drawn),·,0%,-1%,3%,?,0.3%,6%,-10%,7%,
COc1ccc(C2CC3(CC(C)(C)NC(=S)N3)Oc3cc(O)cc(C)c32)cc1OC (stereo not drawn),0.4%,7%,-5%,0%,1.1%,-0.4%,6%,-2%,6%,

# Main list, previewed entries included:
SMILES,XIAP antagonists,Dengue-2 NS5 capping,AID2073,SIAH1 antagonists,RSV CPE inhibition,HIV peptide binding,Large T inhibition,LYP phosphatase,Rac1 GTP hydrolysis,others
CCOc1ccc(Br)cc1S(=O)(=O)NCCN(C)C,-4.3%,7%,-5%,6%,-0.6%,2.0%,10%,-5%,0%,
COc1ccc(C2(C)NC(=O)N(CC(=O)Nc3ccc(Br)cc3F)C2=O)cc1OC (stereo not drawn),·,0%,-1%,3%,?,0.3%,6%,-10%,7%,
COc1ccc(C2CC3(CC(C)(C)NC(=S)N3)Oc3cc(O)cc(C)c32)cc1OC (stereo not drawn),0.4%,7%,-5%,0%,1.1%,-0.4%,6%,-2%,6%,
COc1cc(-c2nnn(CC(=O)N3CCOCC3)n2)cc(OC)c1OC,-9.3%,2%,-3%,1%,-0.3%,4.7%,6%,-4%,-5%,
Cc1c(-c2cccc(NC(=O)c3ccco3)c2)nc2ncccn12,-7.8%,-1%,48%,11%,3.9%,-0.7%,-12%,-36%,7%,
CN(C)C(=O)c1ccc(NC(=O)CSc2nc3ccccc3[nH]2)cc1,-5.0%,-5%,-1%,1%,?,-0.8%,24%,-6%,0%,
Cc1nc(C)c(CCNC(=O)c2ccccc2)s1,-12%,-4%,-6%,6%,1.4%,3.5%,9%,2%,3%,
COc1cc(C=O)ccc1OCc1cccc(Br)c1,-2.3%,-12%,15%,-6%,1.2%,3.8%,3%,-11%,-2%,
O=C1CC(N2CCN(c3ccccc3O)CC2)C(=O)N1Cc1ccccc1 (stereo not drawn),-10%,-4%,6%,-1%,3.4%,-2.6%,6%,-2%,2%,
CCCc1cc(=O)oc2cc(OCC(=O)NCCCN3CCCC3=O)ccc12,·,-2%,10%,4%,2.3%,-0.2%,6%,-4%,7%,
N#CCCN(Cc1ccccc1)C(=S)NC(=O)c1ccccc1,-5.7%,3%,-25%,0%,-1.1%,-1.7%,4%,4%,9%,
COc1ccc(CN2CCc3ccc(NC(=O)c4ccncc4)cc3C2)c(F)c1,·,0%,6%,-5%,7.6%,-1.2%,23%,-10%,11%,
Cc1ccc(NC(=S)N=Nc2c(O)n(C)c3ccc(S(=O)(=O)N4CCOCC4)cc23)cc1C,3.3%,0%,-8%,-8%,-0.5%,-0.6%,7%,4%,7%,
CCc1ccc(NC(=O)C2CCN(c3ncnc4c3nc3n4CCCCC3)CC2)cc1,·,-6%,10%,-2%,?,-0.6%,3%,-10%,0%,
CC1CCCC(C)N1C(=O)Nc1cccc(Cl)c1 (stereo not drawn),-4.2%,-2%,1%,-1%,1.2%,-1.9%,6%,-16%,4%,Dengue-2 NS5 capping pilot replicate=-1.2
Cc1cc(=O)[nH]c(SCC(=O)Nc2ccc(S(=O)(=O)N3CCCCC3)cc2)n1,-5.3%,2%,4%,-2%,2.4%,4.0%,17%,-7%,-2%,Dengue-2 NS5 capping pilot replicate=1.8
Cn1c(CNc2ccc(Cl)cc2)nnc1SCCN1CCCCC1,-0.3%,1%,-2%,1%,-0.9%,2.1%,21%,-7%,4%,
Cc1ccc(C(=O)NC(=S)NCc2cccnc2)cc1C,-9.3%,-14%,-19%,4%,4.6%,-0.5%,8%,0%,-9%,
CC(C)Cn1c(=O)c2ccccc2c2ccccc2c1=O,-7.4%,-2%,-9%,-2%,-0.6%,-2.1%,13%,5%,8%,
O=C(N/N=C/C=C/c1ccccc1)c1ccncc1,-4.1%,-6%,-1%,2%,3.0%,1.1%,5%,6%,5%,
O=c1c2cc(NC(=S)NCc3ccccn3)ccc2nc2n1CCCCC2,-4.3%,-5%,-13%,-3%,-0.4%,-1.2%,-2%,4%,-4%,
CCOC(=O)C(Cc1ccccc1)NS(=O)(=O)c1ccc(NC(C)=O)cc1 (stereo not drawn),0.9%,-10%,6%,1%,1.7%,-0.6%,6%,-4%,5%,
O=C(Nc1c(F)cccc1F)C1CCN(C(=O)c2cccs2)CC1,·,-9%,4%,3%,0.9%,0.7%,-2%,-8%,0%,
CCOC(=O)c1sc(=NC(=O)c2cccs2)n(C)c1C,-6.6%,-2%,35%,2%,6.7%,2.0%,-1%,4%,0%,
CNC(C)C#Cc1ccc2c(=O)c3c(OC)cccc3oc2c1 (stereo not drawn),·,·,17%,-5%,-0.8%,1.3%,9%,-1%,·,
CC(C)N(C(=O)Cn1cc(SCC(=O)N2CCCC2)c2ccccc21)C(C)C,-9.1%,12%,-8%,1%,2.8%,0.3%,8%,-4%,12%,
O=C(Nc1cc(N2CCOCC2)ncn1)Nc1cccc2ccccc12,-5.0%,-5%,4%,-1%,3.5%,0.9%,5%,-5%,8%,
CSc1nc(C)cc(SC(C(C)=O)C(=O)Nc2ccccc2)n1 (stereo not drawn),-9.6%,6%,7%,0%,0.3%,0.2%,24%,-1%,-5%,
CC1Cc2cc(/C(O)=C3/C(=O)C(=O)N(CC4CCCO4)C3c3ccco3)ccc2O1 (stereo not drawn),-2.9%,8%,9%,-2%,0.9%,10%,6%,-3%,7%,
CNC(=S)N(CCc1c(C)[nH]c2ccccc12)Cc1cc(OC)c(OC)c(OC)c1,-5.0%,2%,-17%,3%,2.1%,-1.0%,5%,-4%,13%,
O=C(O)C(Cc1cc2ccccc2[nH]1)N1C(=O)C2CC=C(Cl)CC2C1=O (stereo not drawn),-0.6%,5%,0%,21%,1.6%,5.4%,6%,0%,0%,
COC(=O)c1ccc(C2/C(=C(\O)c3cccc(OC)c3)C(=O)C(=O)N2CCCN(C)C)cc1 (stereo not drawn),-3.4%,-6%,12%,2%,1.2%,-1.0%,5%,-8%,5%,
S=c1[nH]nc(COc2ccccc2)n1/N=C/c1cccc(Cl)c1Cl,·,-6%,-30%,-2%,?,20%,13%,0%,11%,
Cc1ccc(N2CCC(N3CCN(C)C(CCO)C3)CC2)cc1 (stereo not drawn),·,14%,7%,3%,-0.5%,1.3%,26%,-4%,18%,
CC(C)(C)c1csc(NC(=O)c2ccccc2O)n1,·,·,7%,-1%,13%,0.8%,-1%,-4%,16%,
COc1ccc(Cc2noc(CN(C)Cc3ccc(-n4cccn4)cc3)n2)cc1OC,-3.3%,3%,-14%,13%,-1.4%,0.5%,12%,-7%,13%,
CC1(C)CC(=O)C2=C(C1)OC(N)=C(C#N)C21C(=O)N(CN2CCOCC2)c2ccccc21 (stereo not drawn),-5.3%,4%,2%,4%,1.3%,0.7%,11%,-3%,5%,
CC(Oc1ccccc1)C(=O)NC1C(=O)N2C1SC(C)(C)C2C(=O)O (stereo not drawn),1.6%,2%,6%,-3%,-0.6%,0.9%,5%,-10%,6%,
Nc1nc(C(=O)N2CCOCC2)nn1C(=O)c1ccc(Cl)cc1,-5.4%,1%,-13%,-4%,2.0%,1.9%,1%,-11%,0%,
COc1ccc(CCNC(=O)Cn2c([N+](=O)[O-])cnc2C)cc1OC,-2.0%,-5%,4%,5%,0.6%,-1.2%,·,-4%,8%,
O=C(OCc1ccccc1)/C(=C(\O)c1ccccc1Br)c1ccc(-c2ccccc2)cn1,·,-19%,·,·,2.1%,·,9%,·,11%,
C=CCOC(=O)C1=C(C)OC(N)=C(C#N)C1c1ccco1 (stereo not drawn),·,5%,5%,8%,1.5%,-0.6%,24%,-5%,1%,
Cc1cc(C)c2nc(SCC(=O)NNC(=O)c3ccco3)c(C)cc2c1,0.1%,4%,3%,5%,-1.9%,1.2%,0%,-5%,5%,
COc1ccc(OCc2nnc(SCC(=O)c3ccccc3)o2)cc1,-7.2%,-4%,-14%,9%,0.6%,-0.1%,3%,-3%,3%,
O=C(c1cc(Br)c[nH]1)N1CCCCC1,·,-4%,13%,4%,0.7%,-0.5%,1%,-5%,6%,
CCNC(=S)N1CCN(C(=O)C(Cc2ccccc2)NC(C)=O)CC1 (stereo not drawn),-6.6%,-7%,-13%,-1%,0.2%,-2.3%,-12%,-8%,-1%,
CCC(C(=O)NCc1ccco1)N(C(=O)CNS(=O)(=O)c1ccccc1)c1ccccc1C (stereo not drawn),-0.8%,-3%,2%,4%,-0.7%,-1.5%,5%,-8%,-1%,
Cn1c(SCC(=O)N2c3ccccc3Sc3ccc(Cl)cc32)nnc1-c1ccco1,-3.7%,-7%,14%,0%,12%,0.8%,-4%,-1%,7%,
CCOC(=O)c1cnc(-n2nc(C)cc2C)nc1NC(C)c1ccccc1 (stereo not drawn),-3.5%,-3%,-4%,-5%,20%,-1.6%,22%,-2%,11%,Dengue-2 NS5 capping pilot replicate=-0.6
CN(C)S(=O)(=O)c1ccc(NC(=O)c2ccc(Br)o2)cc1,-18%,-2%,2%,1%,0.1%,-1.4%,6%,-4%,-6%,
COCCNC(=O)C(=O)N/N=C(\C)CC(=O)Nc1cccc(C(F)(F)F)c1,·,-6%,0%,4%,·,-2.5%,5%,-1%,3%,
Cc1cc(C)c(NC(=O)c2cc(S(=O)(=O)N3CCOCC3)ccc2F)c(C)c1,·,-5%,-7%,9%,0.3%,0.1%,15%,-10%,8%,
CCc1ccc(S(=O)(=O)Nc2ccc(Br)cn2)cc1,·,7%,8%,0%,2.0%,3.6%,10%,3%,-15%,
Cc1ccc(S(=O)(=O)c2cc3c(=O)n4ccccc4nc3n(C3CCCC3)c2=N)cc1,·,4%,20%,0%,21%,7.8%,-4%,-26%,-5%,
O=C(Nc1ccnn1C1CCN(C(=O)c2cc(Cl)ccc2F)CC1)C1CCOC1 (stereo not drawn),·,4%,3%,1%,2.5%,0.9%,9%,3%,7%,
CCOC(=O)C1=C(Cc2ccc(OC)cc2)C(=O)c2ccccc2C1=O,-13%,?,62%*,0%,·,27%,30%,2%,8%,
Cn1c(/N=C/c2cc(Cl)ccc2O)nc2ccccc21,-2.0%,·,-9%,0%,-0.8%,0.7%,18%,-2%,·,
O=c1cc(N2CCOCC2)[nH]c(=O)n1-c1ccc(Cl)cc1,-0.3%,1%,-1%,6%,0.6%,4.0%,8%,-6%,10%,
CC(=O)Cc1nsc(NC(=O)c2cn(-c3ccccc3)nc2-c2ccc(Br)cc2)n1,0.1%,-6%,24%,4%,0.1%,3.7%,2%,0%,7%,Dengue-2 NS5 capping pilot replicate=-4.9
